# High-throughput results from PubChem.
# All columns: NCI-60 one-dose screen, growth in % after 48 h at 10 µM unless noted; 100 = growth as untreated, 0 = no growth, -100 = all killed.
# K-562: K-562 leukemia | hit rate 7.4% among 78,000 | AID 1794777
# MDA-MB-231: MDA-MB-231 breast cancer. hit rate 5% among 81,000. AID 1794789
# MDA-MB-435: MDA-MB-435 melanoma. hit rate 7.8% among 82,000
# MDA-MB-468: MDA-MB-468 breast cancer. AID 2202374. hit rate 8.5% among 78,000
# MOLT-4: MOLT-4 leukemia cells. hit rate 6.9% among 80,000
# RPMI-8226: RPMI-8226 leukemia cells. AID 1794781. hit rate 7.5% among 77,000
# MCF7: MCF7 breast cancer | AID 1794796 | hit rate 6.3% among 82,000
# SR: SR leukemia cells; AID 1794780; hit rate 8.7% among 73,000
# Starred values were filed as active, the others as inactive; / = no result given; & = joins results of further samples; [ ] = dose if it differs, or a comment. Rule for the calls: active = growth percent below 10; inactive = the rest.
Molecule,K-562,MDA-MB-231,MDA-MB-435,MDA-MB-468,MOLT-4,RPMI-8226,MCF7,SR
Nc1cc(N)c(N=Nc2ccc(S(=O)(=O)O)cc2)cc1N=Nc1ccc(-c2ccc(N=Nc3ccc(O)c(C(=O)O)c3)cc2)cc1,108,100,100,98,102,99,96,110
O=C(O)CCCCCCSc1nc(-c2ccc(Cl)cc2)cc(-c2ccc(Cl)cc2)n1,99,107,108,117,108,/,91,114
O=c1[nH]c2cc([N+](=O)[O-])ccc2c2ccc([N+](=O)[O-])cc12,98,88,82,62,59,82,37,46
CC1CN(CCN2CC(C)N(C=O)CC2C)C(C)CN1C=O (stereo not drawn),98&98,115&105,108&119,111&106,92&104,103&104,98&107,104&92
CC1=C(CC/C=N/Nc2ccc([N+](=O)[O-])cc2[N+](=O)[O-])C2=C(C)C3(CC3)[C@@](C)(O)C(=O)C2=C1,37,89,77,62,60,106,65,93
CC(=O)[C@@H]1CC[C@@H](C)c2ccc(C)nc2C1,111,103,103,104,104,106,99,112
O=C(Cc1ccccc1)c1ccc(N2CCOCC2)cc1,97,111,/,98,100,99,104,104
CC(C)=C1C(=O)Nc2cc(Cl)c(CCCl)cc21,/,102,101,96,99,103,94,98
CN(C)c1ncccc1O,95,121,96,102,99,105,100,91
O=C1C(=O)c2c(nc3ccc(Br)cn23)-c2ccccc21,-60*,-20*,-94*,-58*,-55*,-48*,-54*,-28*
C=C1C(=O)O[C@H]2[C@H]1CC/C(COC(=O)CCCCCCCCC(=O)OC/C1=C/CC[C@@]3(C)O[C@H]3[C@H]3OC(=O)C(=C)[C@@H]3CC1)=C\CC[C@@]1(C)O[C@@H]21,1.5*,-41*,8.2*,-33*,3.8*,-6.4*,-37*,-2.1*
COc1cc2c(cc1-c1c(C)noc1C)ncc1nc(C3CCC(F)(F)CC3)n(C3CCC(OC(F)F)CC3)c12 (stereo not drawn),41,38,55,43,60,20,26,33
COc1ccc(C(=O)O)cc1C(=O)O,90,108,105,103,93,103,96,99
NC(CC(=O)OCc1ccccc1)C(=O)OCc1ccccc1 (stereo not drawn),89,98,100,94,102,117,90,94
COc1c2occc2c(OC)c2c(=O)cc(C)oc12,103,93,100,109,/,/,107,/
Cc1ccc(CSc2nc(-c3ccc(F)cc3)c(C#N)c(N3CCN(C)CC3)n2)cc1,71,71,96,95,89,85,87,110
NS(=O)(=O)c1ccc(C(=O)NN2C(=O)c3nccnc3C2=O)cc1,99,98,101,103,110,112,95,104
CCCCSCCCOC(C)=O,104,112,97,106,99,101,93,113
CC(=O)N1C(=S)NC(=O)C1CC(C)C (stereo not drawn),106,103,103,100,105,99,98,101
COc1ccc(C2C=C(C(=O)O)Nc3nc(SC)[nH]c(=O)c32)cc1 (stereo not drawn),102,139,104,98,99,107,95,90

# Among those listed so far, 5 contain a halogen.
Molecule,K-562,MDA-MB-231,MDA-MB-435,MDA-MB-468,MOLT-4,RPMI-8226,MCF7,SR
O=C(O)CCCCCCSc1nc(-c2ccc(Cl)cc2)cc(-c2ccc(Cl)cc2)n1,99,107,108,117,108,/,91,114
CC(C)=C1C(=O)Nc2cc(Cl)c(CCCl)cc21,/,102,101,96,99,103,94,98
O=C1C(=O)c2c(nc3ccc(Br)cn23)-c2ccccc21,-60*,-20*,-94*,-58*,-55*,-48*,-54*,-28*
COc1cc2c(cc1-c1c(C)noc1C)ncc1nc(C3CCC(F)(F)CC3)n(C3CCC(OC(F)F)CC3)c12 (stereo not drawn),41,38,55,43,60,20,26,33
Cc1ccc(CSc2nc(-c3ccc(F)cc3)c(C#N)c(N3CCN(C)CC3)n2)cc1,71,71,96,95,89,85,87,110

# (list continues)
Molecule,K-562,MDA-MB-231,MDA-MB-435,MDA-MB-468,MOLT-4,RPMI-8226,MCF7,SR
COc1nc2c(c(=O)n1C)C1(C(=O)N(Cc3ccccc3)c3ccccc31)c1c(nc(OC)n(C)c1=O)N2,101,112,98,101,/,105,100,94
Cc1nc2c(c(-c3ccccc3)n1)Cc1c(ccc3ccccc13)O2,132,83,119,90,97,87,89,107
CC/C(Cc1ccccc1)=C(\c1ccc(OCCN2CCOCC2)cc1)c1ccc(OC(=O)NCc2ccccc2)cc1,84,89,113,98,84,83,64,89
CCOC(=O)c1cc2c(n1C)-c1nc(NC(C)=O)sc1CCC2,97,55,98,80,82,79,62,73
CNc1sc(S(=O)(=O)c2ccc(C)cc2)nc1S(=O)(=O)c1ccc(C)cc1,89,99,101,93,88,89,94,93
CSC(=N\N=C\c1cccs1)/N=C/N(C)C,93,101,83,98,105,108,98,98
CC(=O)c1ccc(O)c(O)c1O,/,84,99,106,101,107,94,99
Cc1ccc(NC(=O)c2nc(S(C)(=O)=O)n(C)c2-c2ccc(F)cc2)cc1Nc1nccc(-c2cccnc2)n1,92,82,110,101,90,107,95,97
Cc1ccc2[nH]c(=O)cc(N/N=C/c3ccc(F)cc3)c2c1,65,95,72,95,58,69,92,82
COc1cccc(Nc2ccnc3[nH]c4ccc([N+](=O)[O-])cc4c23)c1,19,60,-24*,23,49,65,20,32
CC(C)C1NC(C)(C)CO1 (stereo not drawn),105,110,101,103,101,102,97,108
CCN(CC)CC(CN(CC)CC)OC(=O)Nc1ccccc1,103,93,104,100,99,95,97,107
N#CC(C#N)=c1[nH]c(=O)/c(=C/c2ccc(Cl)cc2)s1,/,103,105,102,99,105,100,90
O=C(Cc1nc2ccc([N+](=O)[O-])cc2nc1CC(=O)c1ccccc1)c1ccccc1,44,/,63,69,54,43,30,/
Cc1c(Cc2ccccc2)c(=O)oc2c(C)c(OCc3nnc4n3C(=O)c3ccccc3-4)ccc12,101,88,101,100,98,94,80,81
O=C1/C(=C/c2c[nH]c3ccccc23)Sc2ccc(F)cc21,85,95,106,87,76,101,70,81
C[n+]1cc2cc3c(cc2c2ccccc21)OCO3,49,90,65,-21*,12,40,24,16
Cc1nn(-c2ccccc2)c(Cl)c1/C=N/NC(=O)Cn1c(=O)sc2ccccc21,107,105,109,120,101,116,108,99
COc1ccc(CN2[C@@H](C(=O)NCc3ccc(C(=O)NO)cc3)Cc3c([nH]c4ccccc34)[C@@H]2C2CC2)cc1,6.9*,5.6*,-42*,-3.5*,11,19,14,15
CN=C1C=C/C(=N/N=c2/ccn(O)cc2C)C=C1C,115,86,102,83,89,77,81,90
COc1cc(C2CC(c3c(C)[n+]([O-])c4ccc(F)cc4[n+]3[O-])=NN2)cc(OC)c1OC (stereo not drawn),95,94,103,/,95,91,104,86
COc1cccc(-c2nc3occn3c2-c2ccnc(NCCCNS(=O)(=O)c3ccccc3)n2)c1,66,86,72,95,88,78,91,109
CCC(C)NC(=O)c1ccccc1C (stereo not drawn),129,104,103,87,114,105,91,111
BrC/C=C/C[P+](c1ccccc1)(c1ccccc1)c1ccccc1,17,77,28,3.8*,80,4.6*,20,/
OCC(O)C(O)C(O)C(O)C(O)CO (stereo not drawn),127,/,107,103,98,106,99,97
C1=CCN(c2nc(N3CCOCC3)nc(N3CCCc4ccccc43)n2)CC1,100,90,104,112,110,91,93,99
O=C1/C(=C/c2ccc(OCc3ccccc3)cc2)N=C2SCCCN12,/,96,95,87,78,73,86,81
N#CSCc1ccc(Cl)c(CSC#N)c1,15,45,3.9*,52,17,24,16,8.5*
O=[N+]([O-])c1cccc(CO/N=C\c2cc(Cl)ccc2O)c1,68,82,94,88,45,86,84,95
O=C(Nc1ccc2ncnc(Nc3nccs3)c2c1)c1ccccc1,53,88,83,88,47,45,74,68
O=C(/C=C\c1ccccc1)CCN1CCCC1,103,93,91,84,98,73,49,79
NC(=S)N/N=C/c1cc([N+](=O)[O-])ccc1Cl,102,110,101,83,78,103,97,81
COc1cc(-c2nc(NC(C)=O)sc2-c2ccnc(NCCCNS(=O)(=O)c3ccccc3)n2)ccc1Cl,35,66,21,52,48,46,52,56
O=C(CO)NCc1ccccc1,104,106,112,99,110,95,94,108
COc1ccc(C2SC(C)C(=O)N2CCc2cccs2)cc1OC (stereo not drawn),62,73,98,48,65,69,86,64
Cc1nn(-c2ccc(Cl)cc2)c2c1C(c1ccc(-c3ccccc3)cc1)C(C#N)=C(N)O2 (stereo not drawn),106,87,103,100,100,91,92,90
Nc1cc(C(=O)O)cc(-n2c(O)c(C=C3N=c4ccccc4=N3)sc2=S)c1,116,89,103,105,103,100,95,121
CCCCCCCCCCCC(c1ccccc1)[N+](C)(C)C (stereo not drawn),19,21,8.2*,-46*,5.3*,-16*,16,/
Cc1ccc(NC(=O)NNC(=O)/C=C/c2cn(-c3ccccc3)nc2-c2ccc(Br)cc2)cc1,103,101,109,110,120,98,104,78
N#C/C(=C(\CCCO)NC(Cc1c[nH]c2ccccc12)C(=O)O)c1nc2ccccc2c(=O)[nH]1 (stereo not drawn),96,112,96,/,56,98,110,33
O=C(/C=C/c1cc(-c2ccc3c(c2)OCO3)n[nH]1)c1ccc2c(c1)OCO2,83,92,100,77,83,57,85,45
CCCCCCOC(=O)c1ccccc1Cl,96,110,109,102,86,108,98,98
COc1ccc(/C=C(\NC(=O)c2ccccc2)C(=O)NN(C)c2ccnc3cc(Cl)ccc23)cc1OC,99,82,109,113,98,94,88,84
CC(C)c1cc(N=O)cc(C(C)C)c1O,106,99,109,82,89,94,103,106
O=C(c1ccccc1)N1N=C(c2ccc(-n3ccc(C(F)(F)F)n3)cc2)CC1c1ccc[nH]1 (stereo not drawn),65,98,96,86,76,75,92,67
Cc1ccc(S(=O)(=O)NN/C(N)=N\S(=O)(=O)c2cc(C)c(Cl)cc2SCc2ccccc2)cc1,58,93,96,/,61,34,100,70
c1ccc2c(c1)nnn2Cn1nnc2ccccc21,96,102,100,93,94,100,100,99
CC(=O)c1cc2c(N)c(C(=O)Nc3cccc4c3OCCO4)sc2nc1C,75,100,24,86,97,100,95,81
COc1ccc(-c2ccc3c(C)nc4oc(-c5cc(OC)c(OC)c(OC)c5)nc4c3n2)cc1,76,60,91,95,84,83,79,83
COCC1(c2nc3ccc(Cl)cc3c(-c3ccccc3)c2-c2nn[nH]n2)CCCC1,91,108,105,108,100,92,100,92
Clc1ccc2c3c(cccc13)CC2,105,120,104,104,108,110,101,/
N#CC1=C(n2cccc2)NC2c3ccccc3Sc3ccccc3N2C1=N (stereo not drawn),/,80,103,89,/,92,87,/
COc1cc(C2C=C(C)N=C3SC(C)=NN32)cc(OC)c1OC (stereo not drawn),107,111,112,106,93,108,92,96
O=C(CC(=O)C(F)(F)C(F)(F)C(F)(F)F)c1cc2ccccc2o1,/,100,104,112,102,109,103,101
Cc1ccc(O)c(-n2nc3ccccc3n2)c1,97,102,101,103,90,112,88,92
S=C(Nc1ccccc1)Nc1ccccc1Cl,58,97,89,92,64,91,91,136
O=C(CCCc1ccccn1)c1ccc(-c2ccccc2)cc1,88,94,115,115,102,/,101,90
CN1CCN(Cc2cc(C(=O)/C=C/c3c[nH]c4ccccc34)ccc2O)CC1,107,103,106,104,88,97,103,/
CC(CCNC(=O)c1ccccc1)(CCNC(=O)c1ccccc1)[N+](=O)[O-],105,123,104,109,93,/,95,87
CCn1cc(C(=O)O)c(=O)c2cc(F)c(N3CCN(C(=O)CO[N+](=O)[O-])CC3)cc21,107,128,106,115,101,104,94,99

# Going on with the list.
Molecule,K-562,MDA-MB-231,MDA-MB-435,MDA-MB-468,MOLT-4,RPMI-8226,MCF7,SR
N=c1sc(Cc2cccc(Cl)c2)cn1CC(=O)c1ccc(F)cc1,23,91,41,80,74,66,68,84
COc1cc(/C=C/c2nnc(-c3cc(C)[nH]n3)o2)cc(OC)c1OC,106,96,102,107,106,106,90,101
COc1ccc2c(c1)C(=O)/C(=C/c1ccc(O)cc1)O2,60,79,93,-28*,63,35,23,74
S=c1[nH]nc(Nc2ccccc2)n1-c1ccccc1,108,119,107,114,97,109,99,95
O=C(/C=C/c1ccc(Cl)cc1)n1nc(-c2ccccc2)nc1-c1ccccc1,102,106,105,103,94,100,102,99
N#CC(C#N)=C/C=C/c1cccc([N+](=O)[O-])c1,3.6*,8.4*,-53*,-30*,3.9*,-9.6*,18&32,3.7*
CC1CNC(=S)O1 (stereo not drawn),94,99,104,101,96,103,101,96
COc1ccc(C(=O)CSc2nc(-c3cc(OC)ccc3OC)c(C#N)c(=O)[nH]2)cc1,104[5 µM],83[5 µM],99[5 µM],98[5 µM],92[5 µM],99[5 µM],88[5 µM],89[5 µM]
CS(=O)CC(O)(c1ccc(F)cc1)C1CC1 (stereo not drawn),115,108,112,102,114,105,96,101
COC(=O)c1cc(N=C2NC(=O)/C(=C/c3ccc(Cl)c(Cl)c3)S2)ccc1O,65,93,21,71,86,71,49,44
O=C1CC2(C(=O)O1)c1ccccc1-c1ccccc12,104,108,120,117,93,94,101,96
CCC(=O)c1ccc(OC)c2ccccc12,101,101,/,110,109,92,115,103

# Some values from the list:
# MDA-MB-435, `CC1CNC(=S)O1` (stereo not drawn) : 104
# MOLT-4, `S=c1[nH]nc(Nc2ccccc2)n1-c1ccccc1` : 97
# MDA-MB-468, `COC(=O)c1cc(N=C2NC(=O)/C(=C/c3ccc(Cl)c(Cl)c3)S2)ccc1O` : 71
# MCF7, `COc1ccc(C(=O)CSc2nc(-c3cc(OC)ccc3OC)c(C#N)c(=O)[nH]2)cc1` : 88[5 µM]
# K-562, `O=C(/C=C/c1ccc(Cl)cc1)n1nc(-c2ccccc2)nc1-c1ccccc1` : 102
